Assay outcomes (PubChem BioAssay)
HIV fusion peptide – inhibitors of HIV fusion peptide binding, primary screen, biochemical, uHTS, fluorescence dequenching (AID 1986); cell-free peptide binding, fluorescence dequenching, 30 min; higher % means a stronger effect; inhibition, % at 20 µM; hits with a dose series show IC50 in µM; 0.3% of 290,000 active; in the data active means inhibition mostly above about 52%, no sharp cut-off; inactive means mostly below about 76%; further: some results filed as inactive read as strong as hits
NTR1 ag – agonists of NTR1, primary screen, imaging, U2OS cells, beta-arrestin-GFP, high content (AID 493036). Neurotensin receptor type 1 (Homo sapiens), P30989. NTR1-U2OS beta-arrestin-GFP spot imaging, agonist mode. activation, % at 20 µM. 0.17% of 330,000 active;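 active means activation at or above 40% of the spot to cytoplasm intensity ratio, with at least 20 cells analyzed; inconclusive means wells under 20 cells, flagged as cytotoxic or low count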;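 further: 0% = DMSO without peptide and 100% = 100 nM NTR1 peptide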
Target sequence (P30989 whole entry, looked up): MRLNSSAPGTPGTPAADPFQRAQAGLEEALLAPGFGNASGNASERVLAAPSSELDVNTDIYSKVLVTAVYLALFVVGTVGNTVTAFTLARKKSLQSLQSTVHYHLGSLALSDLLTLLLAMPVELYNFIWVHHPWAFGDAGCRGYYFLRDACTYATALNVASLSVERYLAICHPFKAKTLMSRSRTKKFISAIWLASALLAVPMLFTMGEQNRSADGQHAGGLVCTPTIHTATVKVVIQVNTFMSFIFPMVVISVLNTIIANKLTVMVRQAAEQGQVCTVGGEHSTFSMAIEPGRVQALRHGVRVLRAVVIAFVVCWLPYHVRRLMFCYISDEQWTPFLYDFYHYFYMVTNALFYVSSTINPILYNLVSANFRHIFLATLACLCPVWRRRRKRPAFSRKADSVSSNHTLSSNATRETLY
LYP phosphatase – inhibitors of LYP phosphatase, biochemical, fluorescence intensity, uHTS (AID 1779); Tyrosine-protein phosphatase non-receptor type 22 (Homo sapiens); recombinant LYP phosphatase, fluorescence intensity; higher % means a stronger effect; inhibition, % at 11.5 µM, or IC50 in µM where a hit was titrated; 0.054% of 290,000 active; in the data active means inhibition above about 50%;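 further: plate controls were vehicle with enzyme for no effect and no enzyme for full effect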
Myeloid diff 2 – induction of myeloid progenitor differentiation, primary screen, cell-based, flow cytometry, MLPCN library; ER-HoxA9 myeloid progenitors, lysozyme-GFP differentiation; calls only at 10 µM; 1% of 360,000 active; AID 624256, 2012;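 active means normalized GFP-positive differentiation at or above the plate's own cutoff, the solvent-only control mean plus 3 SD; inconclusive means no clear call, values can overlap the other calls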;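 further: cells exposed to compound for four days before flow analysis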
MgcRacGAP inhibition – MgcRacGAP GTPase-activating activity inhibitors, confirmation, biochemical, ADP Hunter fluorescence | MgcRacGAP-stimulated Rac1 GTP hydrolysis, ADP Hunter fluorescence; higher % means a stronger effect; GST-tagged Rac1 F28L mutant substrate | 0.6% of 340,000 active | inhibition, % at 30 µM; hits with a dose series show IC50 in µM | Rac GTPase-activating protein 1 (Homo sapiens);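 active means first-screen hits whose inhibition reached a set limit at any dose in the follow-up dose series; inconclusive means inhibition above the set first-screen limit but never retested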;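 further: fluorescence reports GDP produced by GAP-driven GTP hydrolysis; strong numbers were not always called active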
SIAH1 antagonists – Siah-1 peptide-binding antagonists, primary screen, biochemical, fluorescence polarization, rhodamine-plectin, uHTS (AID 1817). one-dose displacement, % at 20 µM; IC50 in µM for titrated hits. Siah-1 / rhodamine-plectin peptide fluorescence polarization; higher % means a stronger effect. 0.02% of 290,000 active;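 active means displacement of at least 50% at 20 µM, with a fluorescence ratio check between 0.3 and a set limit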;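 further: plate controls were Siah plus tracer with DMSO for no effect and tracer alone without Siah for full effect; strong numbers were not always called active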
PhoP inhibition – inhibitors of PhoP regulon expression, primary screen, Salmonella Typhimurium, GFP reporter (AID 1863). 0.16% of 300,000 active. S. Typhimurium PhoP-regulated promoter GFP reporter, 4 h; higher % means a stronger effect. inhibition, % at 50 µM, or IC50 in µM where a hit was titrated;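 active means inhibition over 29.93%, a cutoff 3 SD above the screen mean, later confirmed by dose response; inconclusive means inhibition over 29.93% but no dose response follow-up; inactive means inhibition at most 29.93% or unconfirmed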;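 further: 0% = low Mg2+ inducing control and 100% = high Mg2+ repressing control; strong numbers were not always called active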
GPR55 antagonists – GPR55 antagonists blocking LPI-driven arrestin recruitment, primary screen, imaging, U2OS, beta-arrestin-GFP, LPI agonist (AID 2013); 0.13% of 290,000 active; one-dose inhibition, % at 10 µM; IC50 in µM for titrated hits; U2OS GPR55 beta-arrestin-GFP translocation imaging, LPI antagonism; higher % means a stronger effect;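 active means spots per cell inhibited over 60%, with over 100 cells counted and total cytoplasm intensity under 500,000; inconclusive means wells with under 100 cells, flagged as likely toxic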;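 further: U2OS cells stably carrying GPR55 and arrestin-GFP stimulated by 5 µM LPI near EC80; imaged beta-arrestin-GFP aggregate spots per cell after agonist stimulation; plate controls were LPI-stimulated DMSO wells for no effect and DMSO wells without LPI for full effect; some results filed as inactive read as strong as hits; confirmed hits need IC50 under 10 µM and bright autofluorescent wells are also inconclusive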
GPR35 arrestin U2OS – GPR35 antagonists blocking zaprinast-driven arrestin recruitment, primary screen, imaging, U2OS, beta-arrestin-GFP, zaprinast agonist (AID 2058) | 0.052% of 290,000 active | inhibition, % at 10 µM; hits with a dose series show IC50 in µM | G-protein coupled receptor 35 (Homo sapiens) | U2OS GPR35 beta-arrestin-GFP translocation imaging, zaprinast antagonism; higher % means a stronger effect;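 active means inhibition of at least 50% with at least 30 cells and total cytoplasm GFP at most 10,000,000; inconclusive means under 30 cells or total GFP of 10,000,000 plus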
NTR1 ag cell count 20 µM – recorded beside NTR1 ag, whose call it bears; cell count; measured here: cell count, cytotoxicity flag
Myeloid diff 2 GFP+ MAC1+ % – recorded beside Myeloid diff 2, whose call it bears; GFP+ MAC1+ double positive, %; measured here: differentiation confirmed by MAC1 staining
Numbers without * were called inactive; i = inactive; ? = inconclusive; / = no result given; + = active, no number; & = joins results of further samples.

SMILES	HIV fusion peptide	NTR1 ag	NTR1 ag cell count 20 µM	LYP phosphatase	Myeloid diff 2	Myeloid diff 2 GFP+ MAC1+ %	MgcRacGAP inhibition	SIAH1 antagonists	PhoP inhibition	GPR55 antagonists	GPR35 arrestin U2OS
Cn1c(=O)c2c(nc(NN=C3CCCC3)n2C)n(C)c1=O	-1.1%	0.0	44	-11%	i	0.5	9%	13%	-5%	-9%	-2%
CCN(CC(=O)Nc1ccc(NC(C)=O)cc1)C(=O)C1CCC1	/	1.1	57	/	i	0.4	5%	/	6%	/	/
Cc1ccc2cc(C)c(SCC(=O)Nc3ccc(S(=O)(=O)N4CCCC4)cc3)nc2c1	-0.5%	2.9	60	2%	i	0.4	13%	9%	-6%	6%	3%
COCC1CCCN(C(=O)c2ccc3oc(C(C)C)nc3c2)C1 (centres undefined)	-1.4%	-0.7	68	-9%	i	0.5	8%	5%	10%	-2%	-3%
Cc1cccc(S(=O)(=O)NCCNS(=O)(=O)c2cccc(C)c2)c1	-0.8%	-0.8	35	-6%	i	0.3	0%	-4%	1%	1%	-5%
CCOc1ccc(-c2nc(S(=O)(=O)c3ccccc3)c(NCc3cccnc3)o2)cc1	-4.5%	0.9	61	0%	i	1.1	6%	-4%	17%	1%	3%
Cc1ccc(OCC(=O)Nc2nnc(S(=O)(=O)N3CCCCCC3)s2)cc1C	2.7%	6.3	62	-2%	i	1.3	1%	1%	/	0%	-13%
O=c1oc2ccccc2c(NC2CCCCC2)c1NS(=O)(=O)c1ccc(Cl)cc1	2.8%	2.3	66	-1%	i	0.4	5%	-6%	4%	-2%	-5%
C/C=C\C=C/C(=O)Nc1cccc(C2=NOC3(C2)C[C@H](C(N)=O)N(C(=O)Cc2ccc([N+](=O)[O-])cc2)C3)c1 (some centres undefined)	4.4%	-1.2	73	-5%	i	3.3	9%	14%	1%	3%	3%
COc1ccc(CNC(=O)C/C(C)=N/NC(=O)COc2ccc(Br)cc2)cc1	-0.1%	-1.9	70	-8%	i	0.5	15%	-1%	7%	0%	2%
Oc1ccc(/C=N/Nc2nccnc2Cl)cc1	-1.0%	0.4	93	-6%	i	0.2	16µM*	-2%	5%	0%	2%
CC(C)C[C@H](NC(=O)C1CCN(C(=O)[C@H](Cc2ccccc2)NC(=O)OC(C)(C)C)CC1)C(=O)O	-0.1%	2.8	91	-9%	i	0.4	5%	4%	/	-7%	-6%
S=C(Nc1ccc2nsnc2c1)N1CCCCCC1	15%	0.1	42	6%	i	0.7	6%	46%	-2%	-2%	15%
CN1CCc2c(sc3c2C(=O)NC(c2ccc(-c4ccc(Cl)cc4)o2)N3)C1 (centres undefined)	22%	-1.6	53	0%	+	0.8*	/	-2%	-14%	-20%	8%
COc1ccc(N(CC(=O)N2CCCCCC2)S(=O)(=O)c2ccccc2)cc1	-1.0%	-1.0	41	-12%	i	2.2	-8%	-6%	10%	7%	2%
S=c1[nH]nc2nnc3ccccc3n12	-4.2%	-1.0	56	1%	i	1.3	18%	1%	-14%	-1%	-8%
O=C(NC1CCN(Cc2ccccc2)CC1)c1ccc(Cl)cc1Cl	-1.1%	0.4	57	-4%	i	0.5	13%	5%	7%	6%	17%
CCOc1ccc(NC(=O)CN(C)C(=O)c2ccccc2CCc2ccccc2)cc1OCC	/	10	64	/	i	0.8	-7%	/	-3%	/	/
COc1ccc(Br)cc1/C=N/NC(=O)C[n+]1ccccc1	0.2%	-0.2	46	-6%	i	0.7	6%	3%	3%	-7%	-2%
Cc1ccc(CNC(=O)CSc2nccn(-c3ccc(C)c(F)c3)c2=O)cc1	/	2.8	53	/	i	1.0	15%	/	8%	/	/
O=C(Nc1nc2n(n1)C(c1ccccc1)CC(c1ccc(Cl)cc1)N2)c1ccco1 (centres undefined)	-0.1%	1.6	46	-8%	i	0.4	13%	-5%	-9%	8%	-10%
COC(=O)CSc1nnc(C)c(=O)[nH]1	-1.7%	0.1	63	-13%	i	0.2	-5%	-2%	-8%	-12%	5%
Cc1cc(Br)ccc1SCC(=O)OCC(=O)NCc1ccco1	6.7%	-1.8	52	-21%	i	0.2	6%	-1%	-3%	-8%	11%
Cc1ccc(CN2CC34C=CC(O3)C(C(=O)NCc3ccc5c(c3)OCO5)C4C2=O)cc1 (centres undefined)	0.0%	2.3	20	-9%	i	1.1	7%	3%	0%	8%	5%
C=CCCCCCCCCC(=O)NNC1CC(=O)N(c2ccccc2)C1=O (centres undefined)	-1.8%	1.0	46	-3%	i	0.3	16%	5%	-7%	3%	-3%
Cc1nc2cc(F)ccc2n1C1CCN(C(=O)c2ccc(F)cc2F)CC1	-1.0%	1.2	26	-3%	i	0.7	-3%	-3%	3%	-12%	-6%
CCOc1ccc(N(C(=O)Cn2nnc3ccccc32)C(C(=O)NC(C)(C)CC)c2cccn2C)cc1 (centres undefined)	3.2%	0.7	32	2%	i	0.5	10%	0%	-6%	-6%	0%
O=C(NNC(=O)c1ccc(Cl)cc1Cl)c1csc(-c2cccnc2)n1	-2.8%	4.1	56	-9%	i	0.4	6%	-1%	-14%	6%	-9%
O=C(O)CSC1=NC(=Nc2ccc(Cl)cc2)C2(CCCCC2)N1c1cccc(C(=O)O)c1	2.1%	0.6	54	-3%	i	0.2	1%	6%	-10%	7%	12%
Cc1cc(=O)n(C)c(=O)n1CCCCCCOc1ccc([N+](=O)[O-])cc1	1.2%	-1.5	80	2%	/	/	/	1%	-7%	-1%	-6%
CCCCCn1c(=NC(=O)c2ccco2)c(C(=O)OCC)cc2c(=O)n3ccccc3nc21	-2.7%	6.6	73	-22%	i	0.6&1.1	18%&15%	-2%	1%	8%	0%
COc1ccc(NC(=O)Nc2nnc(-c3ccccc3F)s2)cc1	2.6%	-0.3	30	2%	i	0.3	3%	0%	7%	0%	8%
COC(=O)Cn1cc(/C=C/c2cc[n+](C)cc2)c2ccccc21	115%*	-1.2	79	-5%	+	1.8*	11%	-4%	-14%	0%	12%
CCOC(=O)c1ccc(NS(=O)(=O)c2c(C)n(C)c(=O)n(C)c2=O)cc1	-2.2%	0.1	68	-5%	i	4.7	10%	8%	-5%	1%	-8%
CN(C)c1ccc(/C=N/NC(=O)c2ccc(Cl)cc2)cc1	-2.9%	-0.4	39	3%	i	1.3	3%	3%	-7%	-3%	0%
Cc1ccccc1NC(=S)N1CCN(Cc2ccc3c(c2)OCO3)CC1	-1.5%	1.2	44	-3%	i	0.7	11%	7%	10%	11%	-5%
Cn1c(=O)c(-c2cc(=O)[nH][nH]2)c(O)c2ccccc21	11%	-0.6	94	-1%	i	0.2	/	0%	7%	1%	4%
CCOC(=O)c1c(C)c[nH]c1C	2.0%	1.5	36	-3%	i	0.2	/	0%	-4%	0%	-2%
CCN(CC)S(=O)(=O)c1ccc(/C=C/C(=O)N(c2ccccn2)C2CCCCC2)cc1	-1.5%	0.5	53	3%	i	0.5	1%	0%	-8%	12%	4%
CC(=O)c1cccc(NC(=O)c2ccc(-c3ccccc3[N+](=O)[O-])o2)c1	6.4%	5.3	55	0%	i	0.6	7%	-1%	-1%	-4%	1%
Cc1c(C(=O)NC2CCN(Cc3ccccc3)C2)oc2c(Cl)cccc12 (centres undefined)	0.0%	2.8	43	-7%	i	3.4	3%	-6%	5%	10%	-6%
CCOc1ccc(-c2c(C(=O)N/N=C/c3cccnc3)nnn2-c2nonc2N)cc1	2.3%	0.2	84	-11%	i	1.1	3%	10%	-4%	-1%	3%
CCOC(=O)C1C(=O)NC(c2ccccc2)=NC1c1ccc(Cl)cc1 (centres undefined)	-1.0%	-1.1	88	-4%	i	0.8	5%	2%	6%	11%	-1%
C=CCn1cc(/C=N\NC(=O)c2cc3c(ccc4ccccc43)o2)c2ccccc21	0.1%	4.0	55	6%	i	0.3	1%	4%	-6%	7%	-2%
Cc1ccc(CN(C)C(=O)c2c(C)nn(-c3ccccc3)c2C)cc1	-1.7%	0.3	59	-5%	i	0.5	7%	-2%	0%	8%	5%
CCCn1c(=O)c2ccccc2n2c(SCC(N)=O)nnc12	-1.6%	-0.4	69	-4%	i	0.2	19%	4%	0%	2%	11%
COc1ccccc1-c1noc(-c2ccccc2C(=O)NCc2ccco2)n1	0.4%	-0.7	57	4%	i	0.7	5%	-3%	7%	-11%	?
c1cc2c(cc1C1=NNC(=NC3CC3)SC1)OCCO2	-0.6%	1.6	39	-5%	i	0.7	12%	-4%	-5%	3%	-8%
Cn1c(=O)c2c(nc(CN3CCC(C(N)=O)CC3)n2Cc2ccccc2F)n(C)c1=O	-0.6%	-2.4	93	-6%	i	1.0	-5%	3%	-5%	4%	12%
O=S(=O)(c1ccc2nnn(O)c2c1)N1CCCCC1	-0.4%	0.6	56	-6%	i	0.7	0%	1%	-7%	12%	-8%
COc1ccccc1C1CC(=O)Nc2cc3c(cc21)OCCO3 (centres undefined)	-2.0%	6.2	49	-9%	i	3.1	2%	-3%	23%	-4%	8%
CC1C(=O)Nc2ccc(S(=O)(=O)N3CCN(c4ccccc4F)CC3)cc2NC1=O (centres undefined)	-0.9%	-0.1	93	-2%	i	2.1	1%	-1%	/	8%	-17%
CC1COC(Cn2c3ccccc3c3ccccc32)O1 (centres undefined)	0.0%	1.0	50	-5%	i	0.6	5%	-1%	-3%	-1%	17%
Cc1nn(C)cc1S(=O)(=O)N1CCN(c2ccccc2)CC1	0.1%	0.3	59	-7%	i	0.8	10%	-5%	13%	15%	16%
CC(=O)Nc1ccc(/C=C(\C#N)C(N)=O)cc1	-1.6%	0.9	59	-5%	i	0.9	/	-7%	6%	-4%	23%
